Screening data from PubChem.
S1P3 antagonist: antagonists of human S1P3 receptor. CHO S1P3 NFAT-BLA reporter, FRET fluorescence, antagonist mode. Q99500. inhibition, % at 4.98 µM. 170,000 compounds, 0.27% hits;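 active means inhibition above the plate cutoff, the mean inhibition of test wells on that plate plus 3 SD, cut at about 28% in these data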;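 further: cells challenged with S1P at its EC80 of 0.8 µM; blue over green emission ratio from cleaved BLA substrate after 4 h stimulation; 0% = S1P-stimulated wells and 100% = unstimulated DMSO-only wells; some compounds past the cut are filed as inactive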
Target sequence (Q99500 whole entry, looked up): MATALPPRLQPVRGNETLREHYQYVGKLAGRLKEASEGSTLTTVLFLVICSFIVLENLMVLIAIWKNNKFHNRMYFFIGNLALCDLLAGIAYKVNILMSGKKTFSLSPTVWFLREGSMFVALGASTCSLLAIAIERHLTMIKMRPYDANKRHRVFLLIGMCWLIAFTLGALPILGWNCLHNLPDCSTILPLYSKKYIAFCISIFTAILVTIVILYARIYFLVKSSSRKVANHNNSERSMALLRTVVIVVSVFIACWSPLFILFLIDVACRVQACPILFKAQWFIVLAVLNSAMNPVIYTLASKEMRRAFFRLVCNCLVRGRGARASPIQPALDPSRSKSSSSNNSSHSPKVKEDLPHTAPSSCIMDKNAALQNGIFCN
STAT3 act: activators of IL-6 induced STAT3 signaling | U3A cells, IL-6 STAT3-luciferase reporter, luminescence; 100% = signal with IL-6 EC80 alone | activation (% of control), % at 5.6 µM | 190,000 compounds, 0.91% hits;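 active means activation above the screen-wide mean of compound activation plus 3 SD, cut at about 130% in these data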;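 further: 0% = background luminescence of wells with medium and substrate only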
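Material: STAT1-lacking human U3A cells, STAT3 luciferase reporter | Benchmarks: IL-6-only wells as 100% reference | Probe or stimulus: IL-6 (33 ng/mL) | Timing: Compound 1 h, then IL-6 6 h at 37 °C | Detection: Luminescence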
STAT3 inh: STAT3 signaling inhibition; AID 862; 190,000 compounds, 0.89% hits; U3A cells, IL-6 STAT3-luciferase reporter, luminescence; host cell line lacks STAT1; inhibition, % at 5.5 µM;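 active means inhibition above the mean inhibition across all screened compounds plus 3 SD, cut at about 44% in these data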;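 further: 0% = DMSO only wells and 100% = 100 µM nifuroxazide control wells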
ROMK mod: modulators of human ROMK potassium channel | Tet-inducible ROMK, thallium flux fluorescence; actives lie on both sides | 130,000 compounds, 2% hits | P48048 | B-score at 10 µM;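 active means signal ratio slope over the read window, or its plate-corrected B-score, at least 3 SD from the plate mean, either direction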;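 further: B-score of the F/F0 ratio slope over 7 to 12 s after thallium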
Target sequence (P48048 whole entry, looked up): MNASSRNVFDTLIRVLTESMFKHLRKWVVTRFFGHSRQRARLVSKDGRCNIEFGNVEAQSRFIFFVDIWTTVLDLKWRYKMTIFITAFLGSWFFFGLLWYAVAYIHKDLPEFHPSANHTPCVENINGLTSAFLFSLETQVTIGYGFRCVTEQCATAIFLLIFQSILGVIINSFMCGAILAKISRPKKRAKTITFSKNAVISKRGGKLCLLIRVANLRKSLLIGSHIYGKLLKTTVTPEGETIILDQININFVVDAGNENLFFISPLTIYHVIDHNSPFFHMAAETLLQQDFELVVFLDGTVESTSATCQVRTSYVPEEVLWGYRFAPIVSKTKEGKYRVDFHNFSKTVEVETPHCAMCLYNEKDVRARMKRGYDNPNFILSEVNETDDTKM
RAM inhibit: yeast RAM network inhibition | S. cerevisiae dse1pr::URA3 reporter, 5-FOA growth OD615, 2 d; analog-sensitive cbk1-as2 kinase mutant strain | inhibition, % at 50 µM | 190,000 compounds, 1.8% hits;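 active means inhibition above a set limit, 3 SD over mean compound inhibition, cut at about 8.4% in these data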;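 further: 0% = DMSO-only wells with no growth and 100% = 10 µM 1-NA-PP1 full growth; inhibition rescues growth on 5-FOA so higher OD means more RAM inhibition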
TR-FRET SRC-2 ct: counter-screen for PPARgamma SRC-2 recruitment agonists: TR-FRET artefact. TR-FRET ratio at 8 µM. 200,000 compounds, 0.4% hits. active compounds read high; in the data active means TR-FRET ratio above about 2000; further: inactives centre near 1500
PPARg SRC-1 ag: promotes SRC-1 coactivator recruitment by human PPARgamma; 200,000 compounds, 0.41% hits; P37231; activation, % at 8 µM; PPARgamma-SRC-1 coactivator recruitment biochemical assay; in the data active means activation above about 19%;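 further: 0% = DMSO and 100% = reference agonist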
TLR4 MyD88 comp: TLR4-MyD88 interaction inhibition in cells | O00206+Q99836 | HeLa CL3-4 TLR4/MyD88 BLA complementation, FRET ratio | inhibition, % at 8.4 µM | 200,000 compounds, 0.18% hits; in the data active means inhibition above about 25%;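 further: 0% = vehicle and 100% = reference inhibitor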
STAT1 blocker: STAT1 signaling inhibition | NIH 3T3 STAT1-luciferase reporter, IFN-gamma, luminescence | 200,000 compounds, 0.35% hits | inhibition, % at 5.5 µM;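 active means inhibition above a set limit, the mean inhibition across all tested compounds plus 3 SD, cut at about 34% in these data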;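 further: 0% = IFN-gamma with DMSO and 100% = IFN-gamma with 300 µM nifuroxazide; values of inactives mirror those of a sister screen read the other way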
PPARg SRC3 recr: PPARgamma-driven SRC-3 recruitment agonism. P37231. biochemical PPARgamma/SRC-3 coactivator recruitment assay. activation, % at 8 µM. 200,000 compounds, 0.26% hits. AID 731; in the data active means activation above about 23%;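 further: 0% = DMSO and 100% = reference agonist; some compounds past the cut are filed as inactive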
PPARg SRC-2 ag: PPARgamma-driven SRC-2 recruitment agonism. P37231. PPARgamma LBD-SRC-2 recruitment, biochemical. activation, % at 8 µM. 200,000 compounds, 0.34% hits. AID 1032; in the data active means activation above about 22%;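 further: 0% = vehicle and 100% = reference agonist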
Active calls of the source: *; nt = no result given.

SMILES	S1P3 antagonist	STAT3 act	STAT3 inh	ROMK mod	RAM inhibit	TR-FRET SRC-2 ct	PPARg SRC-1 ag	TLR4 MyD88 comp	STAT1 blocker	PPARg SRC3 recr	PPARg SRC-2 ag
Cc1ccn2c(NC(=O)C(C)(C)Oc3ccc(Cl)cc3)c(-c3cccs3)nc2c1	3.4	101.4	-6.2	nt	-0.4	1638	0.8	4.2	-3.6	5.1	-0.9
O=C(NC1CCCCC1)C1CCN(S(=O)(=O)c2cccs2)CC1	nt	94.6	13.8	-0.0571	0.9	1479	-1.5	-8.9	4.1	-3.8	11.2
O=C(Cc1cccc2ccccc12)NCC1CCCO1 (configuration not stated)	nt	108.4	-6.8	nt	1.6	1634	7.3	-5.3	-3.0	0.2	5.9
Cc1nc([N+](=O)[O-])c(C(=O)OCc2cccc(Br)c2)n1C	10.5	86.8	17.8	nt	1.8	1675	12.6	2.8	-3.1	3.1	8.7
COC(=O)c1ccsc1-n1cc(C#N)c(=O)n(C)c1=O	-1.3	101.1	3.5	1.34	0.8	1715	1.6	-4.2	-6.1	1.6	4.8
NC(=O)c1ccc(N=C2C(=O)Nc3ccc([N+](=O)[O-])cc32)cc1	-12.4	85.4	21.4	-0.274	-0.2	1439	1.6	-3.5	4.9	-0.2	3.5
CCOC(=O)Cc1nn[nH]n1	-9.6	98.2	3.5	0.107	1.3	1384	-4.0	-3.4	-5.2	-1.2	-2.8
Cc1cc(NC(=O)CSc2nc3ccsc3c(=O)n2CCCCC(=O)O)no1	nt	108.2	-6.4	-0.246	5.7	1599	0.4	0.2	-1.4	0.0	3.5
CCOC(=O)n1c(=O)[nH]c2ccc(Br)cc21	-8.1	95.5	6.2	-0.211	0.4	1678	6.6	-12.2	-7.4	1.9	5.2
CCOC(=O)c1ccc(-c2cc(C)no2)[nH]1	-0.5	85.7	19.7	nt	-0.3	1641	5.6	7.7	2.3	3.4	2.3
CC1Oc2ccccc2OC1C(=O)Nc1ccccn1 (configuration not stated)	nt	155.5*	-63.7	0.109	0.6	1603	8.1	12.7	7.0	8.1	2.0
COc1ccc(C(=O)NCCSCc2ccccc2)cc1OC	0.7	103.7	2.2	-0.185	-0.1	1533	-1.4	8.6	3.5	-3.8	4.2
COc1ccccc1-c1noc(CCC(=O)Nc2cc(C(F)(F)F)ccc2Cl)n1	-19.2	98.1	4.7	nt	5.5	1617	-0.8	-4.4	-1.2	-5.4	1.9
Cc1cccc(N2CCN(S(=O)(=O)c3ccc4c(c3)CCC(=O)N4)CC2C)c1 (configuration not stated)	-33.9	98.0	7.3	nt	4.9	1584	2.9	2.5	-1.9	-3.4	8.7
CCc1cc(=O)oc2cc(OS(C)(=O)=O)ccc12	nt	95.7	13.6	nt	nt	1575	0.3	8.1	4.8	13.4	4.6
CC1(C)CN2C(=S)N(c3ccccc3)C(c3ccccc3)N2C1 (configuration not stated)	nt	108.4	-3.4	-0.242	1.3	1485	-3.0	-3.2	-9.6	-4.7	1.0
COc1ccc2cc(C(=O)Nc3ccc(F)cc3)sc(=O)c2c1OC	nt	89.6	19.7	0.632	2.1	1584	11.1	2.7	-11.0	3.9	16.9
COc1ccc(CCn2c(C)nc3c(c(=O)c4ccccc4n3C)c2=O)cc1	2.0	117.3	-19.9	nt	-0.2	1498	-0.1	8.7	-19.4	-3.0	12.2
Cn1c(C(=O)NCCN2CCOCC2)cc2c(=O)n(C)c3ccccc3c21	-27.8	99.1	9.7	nt	-1.0	1539	13.0	5.8	2.4	-6.6	5.9
CCc1nc(N)c(C#N)c(-c2ccco2)c1C	-4.6	101.1	2.5	-0.505	1.5	1525	1.6	-8.2	-1.1	2.9	-3.0
CN(Cc1c(F)cccc1Cl)c1nnnn1-c1ccccc1	2.3	93.0	10.7	-1.51	1.1	1625	8.0	-20.5	4.1	18.6	3.2
Cc1[nH]nc(SCC(=O)N2CCCCCC2)c1[N+](=O)[O-]	1.4	93.9	13.8	nt	2.6	1501	9.6	-5.0	-2.7	3.5	-1.1
CCCS(=O)(=O)c1nc(S(=O)(=O)c2ccc(C)cc2)c(NCc2ccccn2)s1	9.8	92.8	10.8	-0.652	3.5	1660	3.6	-10.8	12.2	11.5	6.5
COc1ccccc1Nc1nc(N)nc(CSC(=S)N2CCCCC2C)n1 (configuration not stated)	-8.8	108.7	-6.8	nt	4.8	1534	6.4	-3.3	-12.1	-1.8	-2.7
Cn1c(C(=O)NCCN2CCc3ccccc3C2)cc2c(=O)[nH]c3ccccc3c21	8.5	104.5	-2.2	-0.665	2.4	1444	5.8	-3.8	2.6	8.2	6.5
CCn1c(=O)cc(C(=O)OC)sc1=Nc1ccc(F)c(F)c1	-33.6	105.7	-2.1	nt	1.1	1616	0.5	-6.3	-3.7	-5.9	-0.9
CCN(c1ccccc1)S(=O)(=O)c1ccc(OC)c(N=N/C(C(=O)Nc2ccccc2)=C(/C)O)c1	4.7	108.0	-4.1	-0.341	3.9	1579	-0.7	-1.6	-3.5	4.3	1.5
Cc1ccc(N2CCN(c3ccc(NCc4nc5ccccc5n4C)cc3)CC2)cc1	3.9	113.7	-11.7	-1.36	1.8	1505	6.6	4.0	1.2	8.2	-0.3
COc1cc(/C=C2\C(=O)NN(c3ccccc3)C2=O)cc([N+](=O)[O-])c1O	1.2	100.2	3.2	2.66	-0.2	1623	6.3	1.0	5.6	5.2	-4.3
O=C(O)C(O)c1ccccc1 (configuration not stated)	1.7	nt	nt	nt	nt	1490	-11.3	nt	nt	-0.7	2.7
COc1ccc(Nc2nnc(C)c3ccccc23)cc1C(N)=O	nt	99.7	5.4	-0.415	-0.5	1576	6.0	-11.6	-2.9	-4.5	-4.0
Cc1nn(-c2cc(Cl)ccc2Cl)c(C)c1C(=O)O	5.2	99.6	8.3	0.697	1.9	1480	1.0	6.6	4.1	0.3	6.3
CCc1ccc2nc3n[nH]c(N)c3cc2c1	nt	102.8	8.1	nt	-1.2	1706	0.5	11.7	-19.6	-16.9	5.3
CC1(C)CC(=O)c2c(oc3ccc(NS(=O)(=O)c4cccc5cccnc45)cc23)C1	3.3	94.8	16.6	0.124	3.5	1709	9.6	2.2	-5.1	-1.8	2.3
COc1ccccc1OCc1ccc(C(=O)NCc2cccnc2)o1	nt	98.5	5.3	nt	0.8	1535	0.7	-2.4	-1.7	0.0	-6.1
N#Cc1c(N)oc(-c2ccco2)c1-c1ccco1	-15.5	119.3	-19.6	0.848	1.4	1737	10.7	-1.8	6.5	6.9	10.6
O=C(CCC(=O)N1CCN(c2ccccn2)CC1)Nc1nnc(C2CCCCC2)s1	-14.7	101.0	5.2	nt	2.4	1610	1.8	3.5	9.6	-4.6	2.9
CCOc1ccc(N2C(=O)C(Cl)=C(Nc3ccccc3O)C2=O)cc1	nt	111.2	-13.1	-0.366	5.9	1560	2.3	-21.8	2.7	-5.0	5.9
CC(C)CSc1nc(N2CCOCC2)c2c(c1C#N)CC(C)(C)SC2	nt	103.0	0.9	-0.464	21.6*	1449	1.6	-10.3	-1.7	4.5	-3.5
Cc1cc(C)cc(NC(=S)NCc2ccc(F)cc2)c1	12.5	100.2	2.5	1.19	-0.4	1444	-7.3	-15.2	10.1	-0.7	-4.8
Cc1ccc(-n2cc(CN3CCN(Cc4nccn4C)CC3)c(-c3cccc(C)c3)n2)cc1	-13.5	88.8	17.2	-1.07	-0.2	1530	-3.5	-3.4	-8.4	0.1	5.6
CCN(CC(=O)NC(=O)NCc1ccccc1)Cc1nc2ccccc2c(=O)[nH]1	-14.7	97.1	8.3	-0.892	0.8	1719	6.0	-5.9	11.6	4.4	11.8
NC(=O)C1(S(=O)(=O)c2ccccc2)CCCCC1	-8.9	103.5	1.6	nt	2.5	1623	11.1	-0.2	-1.5	7.7	3.3
CCn1c(SCC(=O)NC(C)C)nnc1-c1cccs1	nt	100.2	4.2	1.32	0.8	1653	0.6	11.8	2.6	-2.7	6.7
O=C(/C=C\Nc1ccc(Cl)cn1)c1ccc(Br)cc1	-5.1	98.7	8.4	-1.6	2.0	1564	-3.0	-9.1	-38.6	2.6	3.7
COc1ccccc1NC(=O)NCc1ccc2c(c1)OCO2	3.5	102.4	2.0	nt	1.4	1713	-4.6	-6.9	3.2	-12.5	3.0
Cc1nc2ncnn2c(C)c1CCC(=O)NCc1ccc2c(c1)OCO2	1.0	107.1	-5.6	nt	-1.2	1626	-5.9	-7.9	-0.5	-7.3	3.2
Cc1ccnc(NS(=O)(=O)c2ccc(NC(=O)c3ccc(N4C(=O)CCC4=O)cc3)cc2)n1	-3.9	103.2	-6.6	0.0651	2.9	1615	4.4	-8.3	-8.1	1.3	-3.7
CC1CCC(NC(=O)c2cc3c(=O)n(C)c4ccccc4c3n2C)CC1 (configuration not stated)	-0.8	90.4	19.9	nt	0.6	1512	-4.2	4.1	-8.8	-1.6	-5.9
COCCCNC(=O)CC(NS(=O)(=O)c1ccc(C)cc1)c1ccco1 (configuration not stated)	-7.0	100.1	2.7	0.197	3.6	1443	-7.1	-8.6	-5.5	-5.0	0.6
Cc1cc(Cl)ccc1NC(=S)NCC(C)C	-7.3	100.6	2.9	0.263	-0.1	1574	7.2	3.2	-6.1	4.2	3.6
Cc1cccc(NC(=O)/C(C#N)=C\c2cccnc2)c1	nt	102.3	6.8	nt	1.4	1601	10.5	6.6	-1.2	5.5	6.3
CCOc1ccc(/C=C/C(=O)NCCc2ccc(OC)c(OC)c2)cc1	-10.9	95.0	9.2	0.248	3.3	1481	1.2	-8.1	0.7	5.3	3.5
Cc1cc(=O)oc(C)c1C(=O)N1CCCc2ccccc21	nt	106.2	-2.8	nt	0.1	1674	0.3	-1.5	-4.3	4.4	7.8
COC(=O)c1c(NC(=O)c2ccc(C)o2)sc2c1CCCCC2	-6.8	98.4	5.7	-1.37	3.9	1537	-6.3	8.9	-26.0	-7.3	6.8
COc1ccc(C(CNC(=O)c2ccccc2SC)N(C)C)cc1 (configuration not stated)	3.1	96.8	11.3	-0.00484	1.1	1348	5.0	5.2	-7.5	6.1	-7.5
COc1ccc2[nH]cc(C=O)c2c1	nt	96.4	10.3	nt	-0.7	1399	1.8	-8.3	6.6	-8.1	-2.7
N#Cc1c(C#N)c(-c2ccccc2)n(-c2ccc(C(=O)O)cc2)c1N	-25.6	100.6	-0.4	nt	7.5	1489	4.8	-6.7	-10.4	0.2	8.0
Cc1ccc(/C=N/NC(=O)COc2ccccc2-c2ccccc2)cc1	-6.1	147.9*	-63.5	1.68	0.7	1568	2.1	6.3	-13.6	8.8	11.5
